# CF NFkB inh: inhibitors of cystic fibrosis induced NF-kB | KKLEB NF-kB-GFP reporter, PAF-induced, GFP fluorescence overnight | inhibition, % at 5 µM | 360,000 compounds, 0.86% hits;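 active means at least 50% inhibition at 5 µM, scaled per plate between neutral and stimulator controls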;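 further: PAF is a Pseudomonas aeruginosa culture filtrate used as stimulus; plate controls were PAF-stimulated DMSO wells for no effect and unstimulated DMSO wells for full effect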
# KKLEB cytotox: reduces viability of KKLEB cystic fibrosis airway cells; KKLEB CF airway cells viability, ATPlite luminescence, overnight; hits give low values; cells stimulated with P. aeruginosa culture filtrate; activity change (cytotoxicity), % at 5 µM; 360,000 compounds, 0.36% hits; AID 602141;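 active means corrected activity change at or below -50% at 5 µM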
# HIF-2a inh: blocks HIF-2a reporter activity; 786-0 RCC cells HIF-2a reporter, luciferase luminescence, overnight; inhibition, % at 18.8 µM; 360,000 compounds, 0.72% hits;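 active means inhibition of the luminescence signal of 40% or more relative to plate controls, in a single-dose primary screen at 18.75 µM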
# MITF TRPM1 inh: reduces MITF-dependent TRPM1 promoter luciferase signal. 330,000 compounds, 0.83% hits. inhibition, % at 12.5 µM. AID 488899. SK-MEL-5 TRPM1 promoter luciferase, 24 h;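 active means mean inhibition across replicates of 60% or more, whatever share of single replicates reaches that level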; further: values of inactives mirror those of a sister screen read the other way
# hiPSC survival: hiPSC single-cell survival enhancement; ATPlite luminescence; 100% = ROCK inhibitor wells, 0% = DMSO; survival enhancement, % at 20 µM; 360,000 compounds, 0.044% hits; AID 602274; in the data active means survival enhancement above about 18%;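 further: cells exposed to compounds for 16 hours before the ATP read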
# EBV LMP1 NFkB: Epstein-Barr LMP1 NF-kappaB reporter inhibition; LMP1-induced NF-kappaB luciferase reporter cells, luminescence; inhibition, % at 12.5 µM; 350,000 compounds, 0.69% hits; in the data active means inhibition above about 41%;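 further: 0% = neutral control wells and 100% = reference inhibitor control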
# NR2E3 ag-1: activates human photoreceptor nuclear receptor NR2E3. inhibition of corepressor binding, % at 4.78 µM. 320,000 compounds, 0.12% hits. Q9Y5X4. AID 2300. GST-NR2E3/biotin-RetCOR TR-FRET, 1536-well;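 active means percent inhibition above the cutoff of mean plus 3 SD of all tested compounds, set per screening campaign, cut at about 20% in these data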;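 further: 0% = DMSO wells and 100% = biotin wells as full block of FRET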
# Target sequence (Q9Y5X4 whole entry, looked up): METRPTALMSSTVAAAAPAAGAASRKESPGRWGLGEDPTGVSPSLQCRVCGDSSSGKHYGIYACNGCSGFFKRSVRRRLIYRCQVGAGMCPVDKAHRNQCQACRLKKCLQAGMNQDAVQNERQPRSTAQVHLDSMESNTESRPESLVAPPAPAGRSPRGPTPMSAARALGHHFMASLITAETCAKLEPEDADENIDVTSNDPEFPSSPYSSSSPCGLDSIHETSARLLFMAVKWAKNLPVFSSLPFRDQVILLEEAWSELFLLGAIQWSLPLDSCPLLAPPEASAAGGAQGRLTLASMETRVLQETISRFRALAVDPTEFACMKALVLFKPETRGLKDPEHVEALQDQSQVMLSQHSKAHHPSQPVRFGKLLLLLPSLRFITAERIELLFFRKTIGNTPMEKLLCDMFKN
#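 Material – GST-tagged NR2E3 plus biotinylated RetCOR corepressor · Quantity – NR2E3 fusion 1.35 nM · Times – 5 h incubation at 4 °C · Medium – pH 7.5 Tris-based buffer · Technique – TR-FRET, Eu(K)-anti-GST donor, streptavidin-D2 acceptor, ex 340, em 617/671 nm · Benchmarks – high control biotin, low control 0.6% DMSO · Format – 1536-well plates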
# TRAIL sens C8: caspase-8 TRAIL sensitization | NB7+C8 cells + TRAIL, ATPlite viability luminescence | inhibition (viability loss, TRAIL sensitization), % at 10 µM | 360,000 compounds, 1% hits | AID 624354;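 active means compounds causing at least 50% loss of cell viability in the single-dose screen, relative to plate controls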
# Shn3 3UTR inh: reduces Shn3 3'UTR luciferase signal in osteoblasts; inhibition, % at 12.5 µM; AID 588674; Clone20 osteoblast Shn3 3'UTR firefly luciferase, 24 h; 360,000 compounds, 0.52% hits;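 active means mean inhibition of at least 75% with every replicate also reaching 75%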;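 further: 0% = median of neutral control wells and 100% = pilot-screen positive control compound; some compounds past the cut are filed as inactive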
# NR2E3 ag-2: human photoreceptor-specific nuclear receptor agonism. 360,000 compounds, 0.35% hits. inhibition of corepressor binding, % at 3.98 µM. AID 602229. CHO-S Gal4-NCOR/VP16-NR2E3 two-hybrid, luciferase;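 active means inhibition above the mean of all tested compounds plus 3 SD, cut at about 70% in these data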;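 further: 0% = DMSO with NR2E3 transfected cells and 100% = cells lacking NR2E3 construct; higher means lower luciferase signal from less NR2E3 corepressor binding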
# Peg3 prom inh: reduces Peg3 promoter-driven luciferase expression in HeLa; HeLa PEG-Prom luciferase reporter, luminescence, overnight; inhibition, % at 20 µM; 360,000 compounds, 1.7% hits; AID 588405;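 active means inhibition of at least 50% at 20 µM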
# * hit, by the source's call; / = not tested or not shown. The list is partial (hit frequency here may not be typical).
compound	CF NFkB inh	KKLEB cytotox	HIF-2a inh	MITF TRPM1 inh	hiPSC survival	EBV LMP1 NFkB	NR2E3 ag-1	TRAIL sens C8	Shn3 3UTR inh	NR2E3 ag-2	Peg3 prom inh
CCOc1cc(CN2CCN(C(=O)CC(C)C)CC2)ccc1OC	-3.3	-16.5	11.6	0.5	-2.7	3.9	0.6	16.5	13.6	10.2	3.1
COc1ccccc1OCc1ccc(C(=O)N2CCCCC2)o1	9.3	4.6	-38.0	-4.2	0.1	-3.3	-1.4	-2.0	-18.1	-19.4	-49.1
CCOc1ccc(NC(=O)C2CC(=O)NC(N3CCc4ccccc43)=N2)cc1 (stereo not given)	-5.9	-5.8	7.6	-1.5	9.6	-0.5	0.1	-6.5	-6.0	-8.4	-8.3
CN(C)c1ccc(C(=O)N2CCN(c3cc(C(F)(F)F)nc4ccccc34)CC2)cc1	24.0	-22.3	5.9	-9.1	-0.2	4.0	0.9	1.0	13.2	2.8	17.1
c1ccc(CCNc2c3c(nc4ncnn24)CCC3)cc1	6.1	1.6	7.6	26.9	-1.4	20.3	4.8	1.4	39.8	4.3	20.1
Cc1nc(NC(=O)c2ccccc2)sc1-c1csc(NCCc2ccccc2)n1	-5.9	0.7	-70.8	5.3	2.9	10.4	-1.8	2.9	-12.1	-48.2	-25.8
Cc1ccc(CN(CC(=O)NC2CCCC2)C(=O)CSc2nnc(COc3ccccc3)o2)cc1	-9.3	-27.8	14.9	16.1	-0.9	-10.8	1.3	-6.4	24.9	-6.5	12.1
O=C(Nc1ccccc1C(=O)Nc1nncs1)c1ccccc1	6.1	2.2	-7.7	4.6	0.6	4.9	-2.1	1.2	5.2	-5.0	11.1
CCOC(=O)CSC1=N/C(=C/c2ccc(-n3cncn3)cc2)C(=O)N1C(C)=O	-4.9	-2.0	20.9	9.4	-0.5	-19.7	-1.0	-1.6	13.7	-9.4	10.6
CC(C)CC(=O)Nc1ccc(C(=O)COc2ccc(-c3nnco3)cc2)cc1	-1.5	-3.6	2.5	-3.7	10.0	-0.5	-2.6	4.5	6.0	2.4	-8.1
CCCCn1nc(C(=O)N(C)CC(=O)Nc2cccc(F)c2)c2ccccc2c1=O	-1.5	3.2	7.7	-1.6	-0.3	2.2	-0.2	15.7	-7.2	-11.6	11.1
COc1ccc([N+](=O)[O-])cc1/C=N/NC(=O)c1nonc1N	1.6	23.8	12.1	-0.2	-0.5	-2.5	-1.0	1.6	-4.8	6.4	5.6
Cc1cccc(NC(=O)N[C@@H](C)C(=O)O)c1	-8.8	6.7	10.2	3.6	7.4	0.8	0.4	-4.8	1.9	5.1	18.1
O=C(CSc1nc2ccc(Cl)cc2[nH]1)Nc1ccc2[nH]c(=O)[nH]c2c1	-10.2	5.5	7.9	15.0	-0.6	8.0	-0.4	-4.8	-3.2	8.7	2.3
CC(C)C[C@H](NC(=O)c1nc[nH]c1C(=O)NC(c1ccccc1)c1ccccc1)C(=O)OC(C)(C)C	33.8	-1.9	34.7	8.6	-4.6	-19.4	1.2	36.5	28.4	-4.2	84.2*
C#CCOCCOCCOCCNc1nc(N2CCN(C(=O)CCCCCCCCCCNC(=O)[C@H](CO)n3cc(CCCSC)nn3)CC2)nc(N2CCN(C(=O)CCCCCCCCCCNC(=O)[C@H](CCCN=C(N)N)n3cc(C[C@@H](C)CC)nn3)CC2)n1	20.0	8.4	22.3	88.6*	-3.8	0.0	-2.6	8.5	10.3	-37.6	0.5
O=C(NCCCC(NC(=O)OCc1ccccc1)C(=O)O)OCc1ccccc1 (stereo not given)	8.4	16.2	15.2	0.6	0.0	6.2	0.5	-4.3	2.7	2.6	13.3
Cc1ccc(OC(=O)CCC(=O)NC(C)c2ccccc2)cc1 (stereo not given)	-15.3	4.0	14.0	-4.2	-1.1	2.4	1.3	19.1	8.5	19.8	14.1
CCOC(=O)CN(C(=O)CSc1nnc(CNc2ccc(F)cc2)o1)c1ccccc1	-3.5	1.6	-10.5	2.3	-4.1	-13.6	2.7	-11.3	-12.5	-7.0	21.0
COc1ccc(CCN2C(=O)CC(C(N)=O)SC2=Nc2ccccc2)cc1OC (stereo not given)	-2.6	-0.1	-17.8	-1.8	0.5	0.1	-1.0	-5.5	-22.4	5.5	15.2

# Next compounds:
compound	CF NFkB inh	KKLEB cytotox	HIF-2a inh	MITF TRPM1 inh	hiPSC survival	EBV LMP1 NFkB	NR2E3 ag-1	TRAIL sens C8	Shn3 3UTR inh	NR2E3 ag-2	Peg3 prom inh
Cc1ccc2c(c1)N(CC(=O)N1CCOCC1)C(=O)CO2	0.0	-13.4	7.4	-1.4	0.8	-26.0	0.3	13.8	-1.0	-19.0	1.7
CN1CCC(NC(=O)C2(C)CCN2Cc2ccc3ccccc3c2)CC1 (stereo not given)	13.9	8.0	-7.6	/	-1.0	/	/	2.7	-25.8	-15.8	-12.9
Cc1ccc(C#N)c(SCc2ccccc2[N+](=O)[O-])n1	1.0	-0.5	3.3	-14.5	-1.7	0.9	-1.6	-4.6	13.0	-10.2	2.6
COc1cccc(/C=N/N(C)C2=NS(=O)(=O)c3ccccc32)c1O	15.0	-7.1	8.6	2.5	0.7	7.7	-0.1	-8.2	-7.2	-37.3	19.2
COc1ccc(C(=O)/C(=C/O)N=Nc2ccc(F)cc2)cc1	-6.9	6.7	-115.9	-10.8	-1.0	-11.6	-2.9	6.2	30.7	-33.3	-27.7
Cc1cccc(C(=O)N2CCCC(N3CCN(c4ccccc4)CC3)C2)n1 (stereo not given)	0.4	-5.9	-5.2	9.3	-0.3	-6.7	-0.2	-9.5	-8.8	-15.2	4.7
Cc1ccc(S(=O)(=O)NC(=O)c2cc(C)n(CCCN3CCOCC3)c2C)cc1	-6.6	11.5	-0.8	-8.3	-0.6	5.1	0.1	-0.7	4.3	-10.5	14.7
COc1cc(-c2nc(S(=O)(=O)c3ccc(Cl)cc3)c(N(C)C)o2)cc(OC)c1OC	-16.7	-0.3	5.0	11.7	1.0	4.2	-1.6	-2.1	-9.4	-5.0	0.1
COc1cccc(NC(=O)C2C3C=CC4(O3)C2C(=O)N(CCCN2CCCCC2)C4C(=O)NC2CCCCC2)c1 (stereo not given)	-0.2	2.9	1.2	1.3	-0.4	-0.6	1.5	-14.8	-10.6	22.1	-5.5
Cc1nn(-c2cccc(Cl)c2)c2nc(-c3ccco3)cc(C(=O)O)c12	-13.5	6.9	13.0	8.1	-0.3	-0.4	1.3	-6.3	12.7	-19.8	17.2
COC(=O)c1ccccc1NC(=O)CN1CCc2ccccc2C1	17.3	-3.4	-1.6	-7.4	-0.1	-21.3	1.3	-4.3	15.2	-21.7	22.9
COC(=O)[C@H]1C[C@H](OC(=O)NCc2ccccc2)[C@@]2(O)CN(S(=O)(=O)c3ccc(C)cc3)CC2[C@H]1C(=O)OC (stereo not given in full)	-9.1	13.9	6.3	/	-0.1	-13.5	/	3.7	2.2	4.9	7.6
Cc1cc(NC(=O)CSc2ccc3nnc(-c4ccc(Cl)cc4)n3n2)no1	-2.6	-4.7	6.6	0.6	0.6	-13.9	3.0	3.9	-5.4	-8.4	21.6
CC(C)(C)c1ccc(C(=O)NC(=S)N2CCOCC2)cc1	-8.5	13.5	-168.8	-103.5	0.2	-12.8	0.7	30.9	-136.7	-12.7	-218.1
CC(C)[C@H](NC(=O)Nc1cccc(Br)c1)C(=O)O	2.2	1.1	14.2	1.0	1.3	-6.8	5.5	-17.2	5.3	-25.4	8.9
COc1ccc(N2CCN(C(=O)CCCn3c(=S)[nH]c4cc5c(cc4c3=O)OCO5)CC2)cc1	0.3	4.3	9.6	3.6	1.0	9.3	0.6	-5.3	1.5	-5.0	7.8
COc1ccc(C(=O)NN2CCCCC2)cc1OC	4.4	-14.0	7.4	-7.8	2.5	-6.8	-0.9	-5.3	0.3	-0.6	-1.2
O=C(Nc1ccccc1N1CCOCC1)c1cccc(S(=O)(=O)Nc2ccccc2F)c1	15.7	3.2	1.3	3.7	-0.5	-1.5	3.0	-10.9	2.8	19.3	5.3
CS(=O)(=O)N(CC(=O)N1CCN(Cc2ccc3c(c2)OCO3)CC1)C1CCCCC1	-3.0	-1.0	7.4	5.4	-0.3	2.0	-3.6	-8.9	-5.0	-9.1	11.5
Cc1ccc(OCCn2ccnc2)c(C)c1	0.2	-15.7	5.1	-1.3	0.5	-3.6	4.4	-12.5	-6.9	-50.6	14.7

# Next section:
compound	CF NFkB inh	KKLEB cytotox	HIF-2a inh	MITF TRPM1 inh	hiPSC survival	EBV LMP1 NFkB	NR2E3 ag-1	TRAIL sens C8	Shn3 3UTR inh	NR2E3 ag-2	Peg3 prom inh
CCCc1nc2oc3c(OC)ncnc3c2c2c1COC(C)(C)C2	12.6	-11.4	5.2	-9.8	2.9	5.2	4.4	-9.0	10.2	-7.8	18.5
CC(C)(C)NC(=O)C(c1ccncc1)N(CC1CCCO1)C(=O)Cn1nnc(-c2ccc(F)cc2)n1 (stereo not given)	-18.8	20.3	10.8	7.2	-0.3	4.1	2.0	-3.0	-8.7	-5.9	-2.0
Cc1ccn2cc(CCNC(=O)CC(C)(C)C)nc2c1	-3.0	7.4	-38.7	-6.2	-4.8	-6.1	-1.6	-4.8	-5.8	2.7	-26.4
CCCCOc1ccc(C(=O)NCc2ccncc2)cc1	-8.0	-4.3	-27.1	4.7	-1.4	-1.7	1.3	-6.5	29.1	23.1	2.9
CCOc1ccc(C(=O)NCC(=O)OCC(=O)N(C)CC(=O)Nc2ccccc2CC)cc1OCC	14.7	3.5	6.5	1.8	2.0	0.7	/	9.5	4.1	-0.5	2.2
COc1ccc(N2CC(C(=O)N[C@@H](CC(C)C)C(=O)NC3CCCC3)CC2=O)cc1 (stereo not given in full)	-4.7	-7.5	-3.3	-17.6	-0.4	2.6	-2.1	-12.7	-17.6	-13.7	8.1
CC(=O)Nc1ccc(S(=O)(=O)NCCC(=O)NC2CCCCCC2)cc1	-2.5	3.5	3.3	12.2	-0.4	0.5	/	6.4	-7.2	-8.5	17.5
Cc1cccc(C2=NN(c3ccccc3)[C@H](CO)[C@H]2c2ccc(Cl)cc2)c1	-0.1	4.8	-5.6	4.0	0.7	-3.9	/	12.5	-5.0	-36.3	22.4
CCN(Cc1ccccc1OC)CC1CCCN(CCc2cccc(OC)c2)C1 (stereo not given)	6.4	-7.6	4.4	1.2	-0.6	1.9	-3.8	-9.1	-26.4	-3.9	-13.5
CC(=O)OC(C(=O)NCS(=O)(=O)c1ccc(C)cc1)c1cccnc1 (stereo not given)	-6.9	5.0	17.7	18.5	0.4	-5.1	-0.6	-2.2	-0.7	11.5	13.9

# Filtered by structure: the entries above with a nitro group on carbon (two)
compound	CF NFkB inh	KKLEB cytotox	HIF-2a inh	MITF TRPM1 inh	hiPSC survival	EBV LMP1 NFkB	NR2E3 ag-1	TRAIL sens C8	Shn3 3UTR inh	NR2E3 ag-2	Peg3 prom inh
COc1ccc([N+](=O)[O-])cc1/C=N/NC(=O)c1nonc1N	1.6	23.8	12.1	-0.2	-0.5	-2.5	-1.0	1.6	-4.8	6.4	5.6
Cc1ccc(C#N)c(SCc2ccccc2[N+](=O)[O-])n1	1.0	-0.5	3.3	-14.5	-1.7	0.9	-1.6	-4.6	13.0	-10.2	2.6
